DENV2 CPE rescue – protects cells from dengue virus 2 cytopathic effect. DENV2-infected cells, cytopathic effect rescue, plate reader. CPE inhibition, % at 9.99 µM. 350,000 tested, 1.7% active. AID 651640; in the data active = CPE inhibition above about 20%, passing the limit was not always enough; inconclusive = no clear call, values can overlap the other calls; tested in BHK-21 cells;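 also: 0% = median of neutral control wells and 100% = median of positive control wells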
PglD DTNB – PglD (C. jejuni) enzyme inhibition; purified PglD enzyme, DTNB colorimetric CoA detection; inhibition, % at 12.5 µM; 360,000 tested, 0.098% active; in the data active = inhibition above about 16%, passing the limit was not always enough; inconclusive = no clear call, values can overlap the other calls; also: strong numbers were not always called active
ERp5 block – blocks human ERp5 reductase activity on insulin; Q15084; ERp5 insulin aggregation, absorbance 650 nm, 90 min; inhibition, % at 9.99 µM; 350,000 tested, 0.05% active; AID 651711;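 active = mean replicate inhibition above about 25%, with every replicate also reaching it, limit read from the data, passing the limit was not always enough; inconclusive = only one of those two criteria met; inactive = neither criterion met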
C2C12 statin – suppression of simvastatin myotoxicity; C2C12 myotubes + simvastatin, ATP luminescence, 48 h; scaled: DMSO 0, geranylgeraniol control 100; 330,000 tested, 0.78% active; rescue of ATP level, % at 7.49 µM; AID 602340;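 active = mean ATP rescue above about 67%, or every replicate alone reaching that limit, limit read from the data, passing the limit was not always enough; inconclusive = no clear call, values can overlap the other calls; inactive = mean under the limit and some replicate under it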;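 also: myotubes were challenged with 10 µM simvastatin during compound exposure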
S100A4 inh HTS – blocks human S100A4 binding to myosin IIA peptide. S100A4/TAMRA-MyoIIA peptide fluorescence polarization. inhibition, % at 10.7 µM. 360,000 tested, 0.14% active. AID 652163;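 active = mean inhibition of at least 70% across replicates, with every replicate also reaching that level; inconclusive = mean inhibition reaches 70% but some replicates fall short; inactive = mean inhibition below 70%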
Target sequence (P26447 whole entry, looked up): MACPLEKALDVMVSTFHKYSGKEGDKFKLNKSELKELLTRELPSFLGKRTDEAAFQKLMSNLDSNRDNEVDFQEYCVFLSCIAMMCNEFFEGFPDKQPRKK
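Test system: S100A4 monomer protein; Medium: HEPES pH 7.2 with CaCl2, KCl, NaCl, DTT, Triton; Probe or stimulus: TAMRA-labelled myosin IIA heavy-chain peptide probe, 5 nM; Doses: one dose per compound; Times: polarization read 5 min after assay mix addition, stable 5–60 min; Benchmarks: neutral control DMSO, positive control TFP.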
E-sel inducer – induces E-selectin expression in human endothelial cells. HUVEC E-selectin immunofluorescence imaging; normalized: neutral wells 0, TNF-alpha wells 100. AID 686992. P16581. activation, % at 7.58 µM. 260,000 tested, 0.37% active;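 active = mean E-selectin-positive cell signal at least 10% of the positive control, reached in at least 60% of replicates, without over 20% cell loss; inconclusive = no rule given, readout overlaps actives, possibly toxicity-flagged; inactive = the rest, including those meeting only one limit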;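 also: in these data hits start at about 27%; measured in HUVEC primary endothelial cells; signal is the percent of cells scored E-selectin positive by PE staining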
Target sequence (P16581 whole entry, looked up): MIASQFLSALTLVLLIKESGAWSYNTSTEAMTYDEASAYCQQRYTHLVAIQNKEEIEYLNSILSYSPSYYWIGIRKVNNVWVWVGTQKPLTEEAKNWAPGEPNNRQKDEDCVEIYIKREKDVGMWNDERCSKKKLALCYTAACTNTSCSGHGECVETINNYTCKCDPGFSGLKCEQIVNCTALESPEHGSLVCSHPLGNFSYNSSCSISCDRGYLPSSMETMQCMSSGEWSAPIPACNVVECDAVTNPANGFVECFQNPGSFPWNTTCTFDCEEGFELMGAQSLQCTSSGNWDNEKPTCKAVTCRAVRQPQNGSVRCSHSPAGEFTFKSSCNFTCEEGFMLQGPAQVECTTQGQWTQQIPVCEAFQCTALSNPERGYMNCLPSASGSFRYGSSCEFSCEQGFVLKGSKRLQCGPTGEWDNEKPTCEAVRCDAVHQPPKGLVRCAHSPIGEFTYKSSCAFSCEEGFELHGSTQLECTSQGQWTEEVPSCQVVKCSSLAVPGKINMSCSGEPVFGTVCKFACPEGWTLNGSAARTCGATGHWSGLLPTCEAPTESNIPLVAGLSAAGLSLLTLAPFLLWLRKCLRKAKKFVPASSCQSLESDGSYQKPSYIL
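System: HUVEC, human umbilical vein endothelial cells; quantity: 3,000 cells/well; buffer or medium: EGM-2 medium, gelatin-coated wells; dosing: single-point compound dose; detection: immunofluorescence imaging; evaluation: % PE-positive cells; benchmarks: TNF-alpha, DMSO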
SIRT5 inh – blocks human SIRT5 desuccinylation of peptide. Purified SirT5, succinyl-peptide AMC, trypsin-coupled fluorescence. inhibition, % at 15 µM. 330,000 tested, 1.1% active. AID 652115; in the data active = inhibition above about 15%; inconclusive = no clear call, values can overlap the other calls
Target sequence (Q9NXA8 whole entry, looked up): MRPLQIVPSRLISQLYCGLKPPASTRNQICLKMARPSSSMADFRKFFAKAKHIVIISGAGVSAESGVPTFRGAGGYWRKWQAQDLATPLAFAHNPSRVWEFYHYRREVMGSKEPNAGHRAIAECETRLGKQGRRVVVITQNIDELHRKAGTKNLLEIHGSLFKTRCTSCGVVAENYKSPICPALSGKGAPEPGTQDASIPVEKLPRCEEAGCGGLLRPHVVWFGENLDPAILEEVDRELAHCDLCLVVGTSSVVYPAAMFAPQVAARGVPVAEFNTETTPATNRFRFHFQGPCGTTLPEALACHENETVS
* hit, by the source's call; ? = inconclusive; . = not tested or not shown.

SMILES | DENV2 CPE rescue | PglD DTNB | ERp5 block | C2C12 statin | S100A4 inh HTS | E-sel inducer | SIRT5 inh
COc1cccc(N2CCN(S(=O)(=O)c3ccc(CN4C(=O)c5cccnc5C4=O)cc3)CC2)c1 | -11 | -3 | 0 | 27 | 4 | . | -2
COc1cccc(NC(=O)N(C)C[C@H]2Oc3cc(/C=C/c4ccccc4)ccc3S(=O)(=O)N([C@H](C)CO)C[C@H]2C)c1 | 8 | -7 | 3 | 10 | 6 | -0.1 | -1
C[C@@H]1CN([C@@H](C)CO)C(=O)Cc2cc(NS(=O)(=O)c3cccs3)ccc2O[C@@H]1CN(C)S(C)(=O)=O | 3 | 1 | -7 | -3 | 6 | 15 | -5
Oc1c(C=C2N=c3ccccc3=N2)sc(=S)n1-c1ccccc1 | -2 | 1 | 24 | -1 | -12 | 3.3 | -7
COc1ccc(N(Cc2cc3cccc(C)c3[nH]c2=O)C(=O)C2CCCO2)cc1 (stereo not drawn) | 5 | . | 5 | 9 | -9 | 7.4 | -3
C[C@@H]1CN([C@H](C)CO)S(=O)(=O)c2ccc(C#CC3CC3)cc2O[C@@H]1CN(C)CC1CC1 | -5 | -2 | -4 | 3 | -5 | 0.2 | 2
CC(C)Sc1nc2c(c(=O)n(C)c(=O)n2C)n1C | -2 | 4 | -5 | 16 | -6 | . | -3
Cc1cc(C)cc(NC(=O)c2ccc(CN3CCc4ccccc4C3)cc2)c1 | ? | 7 | 5 | -37 | 0 | 0.2 | 1
C[C@H]1CN([C@@H](C)CO)C(=O)c2cc(C#CCN(C)C)cnc2O[C@@H]1CN(C)C(=O)NC1CCCCC1 | -6 | 3 | -4 | -1 | 0 | 0.0 | 5
CCc1ccccc1NC(=O)C1=CN2CCS(=O)(=O)N=C2C=C1 | -2 | 2 | 1 | 5 | -3 | 1.3 | 1
O=C(Nc1ccccc1)c1cn(CCBr)cn1 | 5 | -7 | -7 | -2 | -8 | . | -2
CC(C)OCCCN1CC(=O)N2[C@@H](Cc3c([nH]c4ccccc34)C2(C)C)C1=O | 0 | -2 | 3 | -9 | -1 | . | -11
C[C@@H]1CN([C@@H](C)CO)C(=O)c2cc(C#CCN(C)C)cnc2O[C@H]1CN(C)C(=O)c1cccnc1 | 8 | -1 | 6 | 12 | -3 | -0.1 | 6
CC(C)(C)C(c1nc2ccccc2[nH]1)n1c(-c2cc(Cl)cc(Cl)c2)nc2ccccc21 (stereo not drawn) | -3 | . | 8 | . | -1 | -0.4 | -1
COc1cc(NC(=O)CCc2nnc3ccc(N4CCN(c5cccc(OC)c5)CC4)nn23)cc(OC)c1 | 9 | 5 | 1 | 21 | -2 | . | -6

Compounds above that contain a carbonyl joined to an NH by a bond outside any ring, in the order listed:
SMILES | DENV2 CPE rescue | PglD DTNB | ERp5 block | C2C12 statin | S100A4 inh HTS | E-sel inducer | SIRT5 inh
COc1cccc(NC(=O)N(C)C[C@H]2Oc3cc(/C=C/c4ccccc4)ccc3S(=O)(=O)N([C@H](C)CO)C[C@H]2C)c1 | 8 | -7 | 3 | 10 | 6 | -0.1 | -1
Cc1cc(C)cc(NC(=O)c2ccc(CN3CCc4ccccc4C3)cc2)c1 | ? | 7 | 5 | -37 | 0 | 0.2 | 1
C[C@H]1CN([C@@H](C)CO)C(=O)c2cc(C#CCN(C)C)cnc2O[C@@H]1CN(C)C(=O)NC1CCCCC1 | -6 | 3 | -4 | -1 | 0 | 0.0 | 5
CCc1ccccc1NC(=O)C1=CN2CCS(=O)(=O)N=C2C=C1 | -2 | 2 | 1 | 5 | -3 | 1.3 | 1
O=C(Nc1ccccc1)c1cn(CCBr)cn1 | 5 | -7 | -7 | -2 | -8 | . | -2
COc1cc(NC(=O)CCc2nnc3ccc(N4CCN(c5cccc(OC)c5)CC4)nn23)cc(OC)c1 | 9 | 5 | 1 | 21 | -2 | . | -6

Later entries
SMILES | DENV2 CPE rescue | PglD DTNB | ERp5 block | C2C12 statin | S100A4 inh HTS | E-sel inducer | SIRT5 inh
CNC(=O)C1CCN(S(=O)(=O)c2c(C)noc2/C=C/c2cccc(OC)c2)CC1 | -1 | -7 | -1 | -4 | 1 | 0.2 | 0
CCCNC(=O)N1[C@@H](CO)[C@@H](c2ccc(C3=CCCC3)cc2)[C@@H]1CNC(=O)CC | 5 | -3 | . | -5 | . | -0.1 | .
O=C(OCC(=O)N1CCc2ccccc21)c1ccc([N+](=O)[O-])o1 | 2 | 3 | -1 | 7 | 0 | -0.6 | 1
CCOc1ccc(-n2c(SCC(=O)NC3CCS(=O)(=O)C3)nnc2-c2cccnc2)cc1 (stereo not drawn) | . | 5 | -2 | -4 | -11 | 1.3 | -6
O=C(C/C(=N\NC(=O)c1ccccc1Br)C(F)(F)F)c1cccs1 | -9 | . | 8 | . | -3 | . | 1
CCOC(=O)c1csc(CCNC(=O)c2ccccc2)n1 | 9 | . | 6 | . | 1 | -0.1 | .
COc1ccc(Br)cc1-c1nc(CCl)cs1 | 11 | . | -2 | . | 2 | . | 1
COCC(=O)N1CC(=O)N2[C@@H](CO)[C@@H](c3ccc(C#CC4CC4)cc3)[C@@H]2C1 | 4 | . | 8 | . | 9 | 0.7 | -4
C[C@@H]1CCCCO[C@@H](CN(C)C(=O)CCCN(C)C)[C@@H](C)CN([C@H](C)CO)C(=O)c2cc(NC(=O)c3ccccc3)ccc2O1 | ? | 1 | 1 | 4 | -13 | 0.4 | -3
COc1ccc(-c2csc(Nc3ccccn3)n2)cc1OC | 0 | -2 | -2 | -6 | -2 | . | 10
Cn1c(CCN2CCN(c3ccccn3)CC2)nc2cc(NC(=O)COc3ccccc3)ccc21 | 3 | 1 | -2 | -25 | 1 | . | -2
O=C(CN1C(=O)NC2(CCc3ccccc32)C1=O)c1ccc(Cl)cc1 (stereo not drawn) | 7 | . | -5 | . | 4 | 0.0 | -6
C[C@H](CO)N1C[C@H](C)[C@H](CN(C)Cc2ccc(C(=O)O)cc2)OCCCC[C@H](C)Oc2ccc(NS(=O)(=O)c3ccc(F)cc3)cc2C1=O | -7 | -1 | -2 | . | 17 | 0.1 | 12
C[C@@H]1CN([C@@H](C)CO)C(=O)c2cc(NC(=O)Nc3ccc(C(F)(F)F)cc3)ccc2O[C@@H](C)CCCCO[C@@H]1CN(C)C(=O)Nc1ccc2c(c1)OCO2 | -10 | . | -1 | . | 0 | 0.5 | 0
Cc1ccc(-c2c(C)sc3nc[nH]c(=O)c23)cc1C | -7 | -8 | -1 | 1 | 0 | . | -5
COc1ccc(C(CCO)NC(=O)c2cccs2)cc1OC (stereo not drawn) | -6 | 2 | 0 | 8 | -3 | . | -2
Cc1ccccc1-n1ccnc1SCC(=O)Nc1cccc(S(=O)(=O)NC2=NCCC2)c1 | -4 | -4 | 4 | -2 | -3 | 0.1 | -3
Oc1ccc(-c2csc(Nc3ncccn3)n2)cc1O | -6 | . | -3 | . | -18 | . | 2
O=C1COc2ccc(S(=O)(=O)NCc3ccccc3)cc2N1 | -5 | 1 | 2 | 2 | 4 | . | -7
Cc1cccnc1NC(=O)c1ccc(S(=O)(=O)N2CC(C)OC(C)C2)cc1 (stereo not drawn) | -8 | 7 | -1 | 2 | 5 | 0.6 | -14
Cc1noc(C)c1NC(=O)N(C)C[C@@H]1OCCCC[C@H](C)Oc2ccc(N(C)C)cc2C(=O)N([C@H](C)CO)C[C@H]1C | 5 | -2 | -2 | -21 | -18 | . | -6
CCCC#Cc1ccc([C@@H]2[C@H](CO)N3CCCCN(S(C)(=O)=O)C[C@@H]23)cc1 | 17 | 2 | -4 | 19 | -1 | -0.2 | 1
COc1ccc(CN(C(=O)c2ccc(C)cc2)C2CCS(=O)(=O)C2)cc1 (stereo not drawn) | -4 | 1 | 18 | -2 | -14 | . | -4
Cc1ccc2[nH]c(=O)c3cc(C(=O)N(C)C4CCCCC4)sc3c2c1 | ? | -2 | 2 | -49 | 6 | 1.8 | -3
CC(c1ccccc1)N1CC(C(=O)N2CCN(Cc3ccc(C#N)cc3)CC2)CC1=O (stereo not drawn) | 13 | 0 | 3 | 17 | 0 | -0.3 | -6
CN(C)CC(=O)N1[C@@H](C#N)[C@@H](c2ccc(-c3ccc(C(=O)N(C)C)cc3)cc2)[C@@H]1CO | -2 | -1 | 2 | -16 | -7 | -0.1 | 0
O=C(Nc1ccc2c(c1)OCO2)N[C@@H]1C=C[C@H](CC(=O)N2CCN(c3ccccc3)CC2)O[C@H]1CO | -3 | 1 | 0 | 3 | 0 | -0.2 | -2
CNC(=O)CSc1cn(CC(=O)N(C(C)C)C(C)C)c2ccccc12 | -6 | -1 | 1 | -4 | -1 | -0.2 | 2
O=C(O)C1CCCCC1C(=O)Nc1ccc(Cl)cc1Cl (stereo not drawn) | . | 0 | -1 | 4 | -4 | . | -8
O=C(/C=C/c1ccco1)Nc1cccnc1Cl | 3 | -4 | 5 | -5 | -4 | . | 4
CNC(=O)c1ccc(NC(=O)c2cc(S(=O)(=O)N3CCOCC3)ccc2N2CCCC2)cc1 | 19 | 2 | -9 | -1 | 3 | . | 0
COc1ccc(C=NNC(=O)NN=Cc2ccc(OC)c(OC)c2)cc1OC | -4 | 2 | 1 | 6 | 1 | -0.3 | 5
COC(=O)c1ccccc1NC(=O)NN1CCN(C)CC1 | 0 | -6 | 2 | . | 3 | -0.3 | 3
Cc1oc2c(CN3CCOCC3)c(O)ccc2c(=O)c1-c1ccc(Br)cc1 | . | 5 | 2 | -14 | -3 | . | 1
COC(=O)[C@]12CCCCC=C1N(Cc1ccc3c(c1)OCO3)C(=O)[C@H](CC(=O)N1CCCC1)C2 | 0 | . | 2 | . | -3 | -0.4 | .
O=C(O)c1ccc(-n2nnnc2SCc2ccccc2F)cc1 | 2 | 3 | -2 | 2 | -4 | -0.1 | .
COc1ccc2nc3c(nc2c1)CCCC3 | -2 | 0 | 0 | 4 | -2 | -0.2 | 3
CCN(CC)CCN(C(=O)c1ccccc1OC)c1nc2ccc(F)cc2s1 | -5 | . | 5 | . | 1 | 0.0 | -2
Cc1ccc(S(=O)(=O)NNC(=O)c2sc(=S)n(C)c2C)cc1 | -8 | 7 | 4 | -2 | 0 | . | 0
CCOC(=O)c1c(/N=C/C2=C(O)CC(C)(C)CC2=O)sc(C(C)=O)c1C | . | . | -2 | . | -3 | -2.7 | 0
O=C(OCc1cn([C@@H]2CN(C(=O)c3cccs3)[C@@H](c3ccc(Cl)cc3)C[C@H]2O)nn1)c1ccccc1 | 3 | -2 | 0 | -4 | 2 | -0.1 | 1
CC(C(=O)O)c1ccc(CC2CCCC2=O)cc1 (stereo not drawn) | 5 | 7 | -4 | -1 | 4 | -0.2 | -2
CCOC(=O)CCCSc1nc2sc(C)c(C)c2c(=O)[nH]1 | ? | -4 | 3 | -6 | 0 | 0.3 | -3
COC(=O)[C@@H]1N[C@@H]2c3ccc(C4=CCCCC4)c(=O)n3C[C@@H]2[C@H]1CO | -1 | 5 | -11 | -16 | 3 | 0.3 | -3
O=C(NCCN1CCN(C(=O)c2ccc([N+](=O)[O-])cc2)CC1)C(=O)NCc1ccccc1 | -7 | . | 2 | . | -2 | 0.0 | -2
CCc1ccc(N(CC(=O)N2CCCCCC2)S(C)(=O)=O)cc1 | 0 | 2 | -2 | -1 | -8 | . | -4
Cc1[nH][nH]c(=O)c1N=Nc1ccc(Cl)cc1 | 4 | . | 5 | . | 1 | . | -1

High-throughput results from PubChem BioAssay.

An excerpt. The share of hits here may be higher or lower than overall.
